Assay outcomes deposited in PubChem by National Center for Advancing Translational Sciences (NCATS).
Lipid storage S3: qHTS Assay for Lipid Storage Modulators in Drosophila S3 Cells; actives 0.64% (n = 320,000); AID 2685, 2010; Drosophila S3 cells, BODIPY lipid droplet fluorescence, 18-24 h; cells fed with added oleic acid; lipid storage change, negative = inhibition, % at the top dose, mostly 46.1 µM; hits show Potency in µM; active = well fitted inhibition curve with a large enough effect in the signal ratio, with a control signal flat, not every such curve was filed as active; inconclusive = small, poorly fitted or top-dose-only effect, or effect the other way, or a change in a side signal; the % refers to the signal ratio
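Drosophila S3 cells loaded with oleic acid (400 uM, as added) and compounds at several concentrations; lipid droplets imaged by 488-nm laser-scanning cytometry, 500–530 nm intensity and object ratio to cell channel. Percent activity normalized to 20 uM Triacsin C.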
Lipid storage S3 cell count max: second read-out of Lipid storage S3, no call of its own (marks repeat the call); cell number change, %; measured here: cell count max response;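 cells counted by Cell Tracker Red CMTPX staining in the red channel; peak over a dose series mostly up to 46.1 µM; percent activity relative to internal control wells on each plate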
* marks the source's active call; other numbers are inactive results; i = inactive; ? = inconclusive; . = not tested or not shown. % is set by controls: 0 for no effect and ±100 for the full control effect; potency is the fitted concentration of half-maximal effect.

Screens in order: Lipid storage S3 | Lipid storage S3 cell count max
1: COc1ccccc1NC(=O)C1=C(C)Nc2nc(CCCO)nn2C1c1cccnc1 (stereo not given)
    i | .
2: CCN(CC)S(=O)(=O)c1ccc(Cl)c(NC(=O)CSc2cccc[n+]2[O-])c1
    9% | 13
3: COc1ccc(N(CC(=O)NCCC2=CCCCC2)S(=O)(=O)c2ccccc2)c(OC)c1
    ? | .
4: CCOCCn1c(SCC(=O)OCc2ccccc2)nc2c1c(=O)[nH]c(=O)n2C
    -3% | -10
5: COc1cc(OC)cc(C(=O)OCC(=O)NCc2ccc3c(c2)OCO3)c1
    -5% | 11
6: CCCCn1c(-c2ccccc2)nc2c(=O)n(C)c(=O)[nH]c21
    ? | .
7: CSc1ccc(/C=C/C(=O)N2CCCN(C)CC2)cc1
    ? | .
8: COC(=O)c1[nH]c2cccc(OC)c2c1NC(=O)CCN1CCC(C(N)=O)CC1
    ? | .
9: CC12CCC(C(=O)NCc3ccc4c(c3)OCO4)(C(=O)C1=O)C2(C)C (stereo not given)
    i | .
10: COc1ccc(CN2CCCC(CNC(=O)c3ccc(F)cc3)C2)c(C)c1C (stereo not given)
    -1% | 9
11: O=C(Nc1c(F)cc(F)cc1Br)c1ccco1
    ? | .
12: COc1cccc(CN(C)C(=O)c2cc(S(=O)(=O)NC3CCCCC3)ccc2C)c1OC
    -6% | -3
13: Cc1cc(C)c2nc(NC(=O)c3cc(C)on3)sc2c1
    ? | .
14: O=C(CNC(=O)c1ccco1)OCC(=O)c1ccc2c(c1)CCCC2
    ? | .
15: O=S(=O)(Cc1ccccc1)/C1=C(\N2CCOCC2)CCCCCC1
    i | 2
16: CCCOc1ccc(/C=N/NC(=O)c2ccc3c(c2)OCO3)c(OCCC)c1
    i | 4
17: O=C(Nc1cc(N2CCOCC2)ncn1)c1ccc(F)cc1
    3% | 13
18: COc1ccc(NC(=O)CCN2CCN(c3ccccc3F)CC2)c(OC)c1
    9% | 18
19: CC(=O)c1cccc(NC(=O)N2CCCCCC2)c1
    i | -8
20: Cc1ccc(C(=O)NNC(=O)c2ccc3c(c2)OCCO3)cc1
    3% | 11
21: COC(=O)NCC(c1ccco1)N1CCN(c2ccc(F)cc2)CC1 (stereo not given)
    2% | 15
22: COc1cccc(OCCCCCN2CCOCC2)c1
    13% | -13
23: CCN1CCN(C(c2ccccn2)c2c(NC(=O)c3ccccc3)sc(C)c2C)CC1 (stereo not given)
    ? | .
24: CCOC(=O)CC1=CSC2=NS(=O)(=O)CCN12
    12% | 17
25: CC(C)CC(=O)N1CC(C)N(C(=O)CC(C)C)CC1C (stereo not given)
    -6% | 11
26: CCCCc1nnc(NC(=O)CSc2nc(=O)cc(N)n2-c2ccccc2)s1
    ? | .
27: CSCC[C@H](NC(=O)OC(C)(C)C)C(=O)N1CCC(C(=O)N[C@H](C(=O)O)C(C)C)CC1
    ? | .
28: OCCSc1nnc(Nc2ccccc2)s1
    1% | 2
29: COc1cccc(C(=O)/C=C/Nc2cccc(O)c2)c1
    i | .
30: CC(C)(C)c1ccc(C(=O)NC(=S)NCc2cccnc2)cc1
    ? | .

Record cards, from the list above.
Listed for `O=S(=O)(Cc1ccccc1)/C1=C(\N2CCOCC2)CCCCCC1` = Lipid storage S3 = i; Lipid storage S3 cell count max = 2
Listed for `COc1cc(OC)cc(C(=O)OCC(=O)NCc2ccc3c(c2)OCO3)c1` = Lipid storage S3 = -5%; Lipid storage S3 cell count max = 11

Next structures follow.
Screens in order: Lipid storage S3 | Lipid storage S3 cell count max
31: O=C(C1=C(O)C(=O)N(CC2CCCO2)C1c1ccccc1)c1ccco1 (stereo not given)
    ? | .
32: Cc1ccc(C)c(S(=O)(=O)Nc2ccc(C(=O)NCCc3ccccn3)cc2)c1
    ? | .
33: CC(=O)O/N=C/c1c(Cl)n(C)c2ccccc12
    ? | .
34: CCn1nnc2cc(C(=O)NCC(c3ccccc3OC)N(C)C)ccc21 (stereo not given)
    ? | .
35: Cc1ccc(N2CCN(/N=C/c3ccccc3)CC2)cc1
    -19% | -1
36: COc1ccccc1CNC(=O)/C=C/c1cc2c(cc1Br)OCO2
    ? | .
37: COc1ccccc1C(=O)N(Cc1ccco1)C1CCS(=O)(=O)C1 (stereo not given)
    ? | .
38: CCC(=O)N(c1nnc(SCC(=O)Nc2ccc(N3CCOCC3)cc2)s1)C1CC1
    ? | .
39: CCC(C)(C)n1nnnc1C(c1ccccc1)N1CCN(Cc2ccccc2)CC1 (stereo not given)
    6% | 25
40: O=C(CNC(=O)c1ccc(Br)o1)NCCc1ccc(F)cc1
    ? | .
41: Cc1ccc(Cn2c(=N)c(C#N)cc3c(=O)n4cccc(C)c4nc32)cc1
    -5% | 20
42: CCC(C(=O)Nc1nccs1)c1ccccc1 (stereo not given)
    ? | .
43: Cc1nc(-c2ccccc2)sc1C(=O)/C=C/c1ccccc1
    ? | .
44: O=C1CC(c2cc(F)ccc2F)c2cc3c(cc2N1)CCC3 (stereo not given)
    ? | .
45: CCn1c(C)nc2cc(C(=O)NNC(=S)Nc3ccc(Cl)cc3)ccc21
    ? | .
46: CC(=O)Nc1ccc(NC(=O)Nc2ccccc2C)cc1
    21% | 6
47: CCSc1cc(N2CCCC2)nc(-c2cccc(C)c2)n1
    ? | .
48: O=C1COc2ccc(-c3csc(NCC4CCCO4)n3)cc2N1 (stereo not given)
    i | -14
49: CC1CCCN(C(=S)NC2CCCC2)C1 (stereo not given)
    10% | .
50: COC(=O)c1sccc1NC(=O)C1CC2CCC1C2 (stereo not given)
    ? | .
51: O=C(COC(=O)c1ccccc1NC(=O)c1ccco1)NCc1ccc2c(c1)OCO2
    ? | .
52: Cc1ccc(S(=O)(=O)/C(C#N)=C/c2ccccc2OCc2ccccc2)cc1
    -19% | -16
53: O=C(C1=C(c2ccccc2)C(=O)c2ccccc2C1=O)c1ccccc1
    ? | .
54: N#CCC(=O)NCC1(c2ccccc2)CCCC1
    ? | .
55: CC(=O)Nc1ccc(S(=O)(=O)NCc2nc(-c3ccc(C)cc3)no2)cc1
    12% | -2
56: O=C(OCC(=O)c1cccs1)c1cccc(C(=O)OCC(=O)c2cccs2)n1
    ? | .
57: COc1ccc(CNC(=O)CN(Cc2ccc(F)cc2)C(=O)CCC(=O)Nc2nccs2)cc1
    ? | .
58: CC(NC(=O)Cc1cccs1)c1ccc2c(c1)OCO2 (stereo not given)
    i | 3
59: O=C(CCN1C(=O)COc2ccccc21)NCCC1=CCCCC1
    i | .
60: COC(=O)CSC1=C(C#N)C(c2ccsc2)CC(=O)N1 (stereo not given)
    -7% | -24

Entries listed so far with a Cl atom:
Screens in order: Lipid storage S3 | Lipid storage S3 cell count max
2: CCN(CC)S(=O)(=O)c1ccc(Cl)c(NC(=O)CSc2cccc[n+]2[O-])c1
    9% | 13
33: CC(=O)O/N=C/c1c(Cl)n(C)c2ccccc12
    ? | .
45: CCn1c(C)nc2cc(C(=O)NNC(=S)Nc3ccc(Cl)cc3)ccc21
    ? | .

Remaining list, next part
Screens in order: Lipid storage S3 | Lipid storage S3 cell count max
61: CCCN1C(=O)C(Cc2nc3ccccc3c(=O)n2-c2ccccc2)c2ccccc21 (stereo not given)
    ? | .
62: CCOC(=O)COn1c(=O)c(-c2ccco2)[n+]([O-])c2ccccc21
    ? | .
63: O=C(O)Cc1ccc(C(=O)CSc2ccccc2)s1
    -4% | 2
64: COc1ccccc1/C=C/CN1CCC(Oc2ccc(C(=O)N3CCCCC3)cc2)CC1
    ? | .
65: COc1ccc(CCNC(=O)Cc2cc(OCc3ccccc3)c(OC)cc2[N+](=O)[O-])cc1OC
    ? | .
66: CC(=O)Nc1ccc(S(=O)(=O)Nc2cccc(-n3cnnn3)c2)cc1
    i | -17
67: CCOC(=O)C(C(=O)OCC)C(C[N+](=O)[O-])c1ccccc1 (stereo not given)
    5% | 5
68: CCCOc1cccc(C2C(C(=O)c3ccco3)=C(O)C(=O)N2CCCn2ccnc2)c1 (stereo not given)
    i | 2
69: Cc1onc(CO)c1C(=O)Nc1nccs1
    ? | .
70: CC(=O)c1ccc(N2CCN(C(=O)Nc3ccc(F)cc3)CC2)cc1
    ? | .
71: CCOCCCNC(=O)c1cccc(NC(=O)C2=C(C)OCCS2)c1
    ? | .
72: CCN(CC)C(=O)c1[nH]cnc1C(=O)Nc1cccc(Cl)c1
    ? | .
73: COc1ccccc1OCc1csc(NC(=O)c2ccco2)n1
    ? | .
74: COc1ccc2c(C(=O)CN3CCSCC3)c[nH]c2c1
    2% | 5
75: COC(=O)c1ccsc1NC(=O)CN1C(=O)CCC1=O
    8% | 8
76: CCOC(=O)CSc1nc(N)c(C#N)c(-c2ccc(OC)cc2)c1C#N
    ? | .
77: CNc1snc(C)c1C(=O)OC(C)C(=O)Nc1ccc(F)cc1 (stereo not given)
    28% | -7
78: O=CNC(n1cnc2c(N3CCOCC3)ncnc21)C(Cl)(Cl)Cl (stereo not given)
    -4% | -9
79: CCc1ccc(NC(=O)NCC2CCN(Cc3cccc(Cl)c3)CC2)cc1
    -2% | -23
80: COc1ccccc1Oc1ccc2c(c1)C(=O)N(c1cccc3ncccc13)C2=O
    ? | .
81: COCCCNc1nc2c(c(=O)[nH]c(=O)n2C)n1CC(O)COc1cccc(C)c1 (stereo not given)
    18% | 9
82: O=C(COC(=O)CCCOc1ccccc1)NC1CCS(=O)(=O)C1 (stereo not given)
    25% | 24
83: CCOC(=O)C1CCN(C(=O)CCc2nnc3ccc(N4CCN(C)CC4)nn23)CC1
    ? | .
84: CC1CCc2ccccc2N1C(N)=Nc1ccccc1 (stereo not given)
    ? | .
85: COc1ccc(-c2cn3nc4c(nc3n2)CCCC4)cc1
    ? | .
86: O=C(NC1CCS(=O)(=O)C1)/C(=C\c1ccc(F)cc1)NC(=O)c1ccccc1 (stereo not given)
    -13% | -29
87: O=C1C=C(c2cc(C(F)(F)F)cc(C(F)(F)F)c2)C[C@@H](c2ccc3c(c2)OCO3)C1
    ? | .
88: CCN(CC)C(=O)CSC1=N/C(=C/c2ccco2)C(=O)N1c1ccc(OC)c(Cl)c1
    ? | .
89: COc1ccc(N2CCN(C(=O)Cn3cncn3)CC2)cc1
    ? | .
90: COc1ccc(Oc2ccccc2C=O)cc1
    -17% | .
91: N/C(=N/OCC(=O)Nc1cccc2ccccc12)c1nonc1N
    ? | .
92: Cc1c(C(=O)N/N=C/c2ccc(Cl)cc2)[nH]c2ccc(Cl)cc12
    ? | .
93: O=C(COc1ccc(S(=O)(=O)N2CCOCC2)cc1)NCC1CCCO1 (stereo not given)
    ? | .
94: Cc1ccc(N=Nc2cc(C)ccc2N)cc1
    ? | .
95: COc1ccc(CCN(C)C(=O)CN2C(=O)NC3(CCCCC3C)C2=O)cc1OC (stereo not given)
    ? | .
96: Cn1nccc1C(=O)Nc1ccc(S(=O)(=O)N2CCCC2)cc1
    -19% | -2
97: CCCCC(=O)N/N=C(\C)CC(=O)Nc1ccccc1Br
    ? | .
98: CCCCN(C(=O)c1cccc(S(=O)(=O)N(C)c2ccc(C)cc2)c1)c1c(N)n(CCCC)c(=O)[nH]c1=O
    ? | .
99: COc1ccc(N2CCOCC2)c(NC(=O)c2cccs2)c1
    ? | .
100: CC(=O)O[C@H]1CC[C@@]2(C)[C@@H](CC[C@@H]3[C@@H]2CC[C@]2(C)[C@@H](C(C)(C)O)C[C@@H]32)C1
    ? | .
101: O=C(CCn1cnc2ccccc2c1=O)Nc1ccc2c(c1)OCCO2
    ? | .
102: O=C(CN1CCN(S(=O)(=O)c2ccccc2)CC1)Nc1ccnn1C1CCCC1
    -15% | -2
103: COc1cc(SC)ccc1C(=O)NC(C)C
    -15% | 2
104: Cc1c(Cl)ccc(S(=O)(=O)N2CCN=C2c2ccccc2)c1Cl
    1% | -15
105: COc1cccc(-n2c(CN3CCN(c4ccccn4)CC3)nc3ccc([N+](=O)[O-])cc3c2=O)c1
    i | -20
106: Cc1ccc(-c2n[nH]c(S(C)(=O)=O)c2C#N)cc1
    -11% | 3
107: CCOC(=O)c1cccc(NC(=O)CN2C(=O)C3CC=CCC3C2=O)c1 (stereo not given)
    -4% | -2
108: Cn1cnc(S(=O)(=O)Nc2ccccc2C(=O)NCC2CC2)c1
    -2% | -5
109: Cc1ccc(S(=O)(=O)Nc2cc(NC(=O)CN3CCOCC3)ccc2Cl)cc1
    ? | .
110: Cc1ccccc1CNC(=O)CN1C(=O)c2ccccc2S1(=O)=O
    ? | .
111: CCC(=O)Nc1nnc(/C=C/c2ccccc2)s1
    23% | 16
112: COc1ccc([N+](=O)[O-])cc1N(CC(O)CN(C)C)S(=O)(=O)c1ccccc1 (stereo not given)
    ? | .
113: CC(C)(C)NC(=O)NC(=O)COC(=O)Cc1ccc(Cl)cc1Cl
    13% | 2
114: O=C(NC(CCl)c1ccccc1)c1ccc(Cl)cc1 (stereo not given)
    1% | 13
115: O=C(CSc1nc(-c2ccccc2)cs1)NCc1ccco1
    ? | .
116: O=C(Nc1cccc2c1CCCC2)c1ccncc1
    8% | 11
117: C=CCN1C(=O)C2(c3ccccc31)C1CCCC=C1C(C#N)=C(N)C2(C#N)C#N (stereo not given)
    ? | .
118: Cc1cc(C)cc(Oc2ccccc2/C=N\O)c1
    ? | .
119: COc1ccccc1N1CCN(C(=O)COc2ccc(C)cc2Br)CC1
    ? | .
120: Cc1onc(-c2c(F)cccc2Cl)c1C(=O)NCc1ccc2c(c1)OCO2
    ? | .
121: Cn1nnnc1SCc1nc2ccccc2[nH]1
    ? | .
122: CC(=O)Nc1ccc(S(=O)(=O)N(C)c2ccc(OCC(=O)OCC(=O)Nc3ccc(OC(F)F)cc3)cc2)cc1
    14% | -4
123: CN(C)c1nc2c(N)ncnc2n1[C@H]1O[C@@H](CO)[C@H](O)[C@@H]1O
    -14% | -9

A portion of the library; the hit share may differ from the screen's.
